Compound activity (PubChem)
Rad51 HR inh – blocks human Rad51 in homologous recombination. hRad51 DNA strand exchange, fluorescence dequenching. hit rate 0.085% among 200,000. inhibition, % at 10 µM. AID 1385;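 active = inhibition above 40% at the single screening dose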;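 also: 0% = DMSO control wells and 100% = blanks with heterologous ssDNA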
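System: human Rad51 nucleoprotein filaments preassembled on unlabelled ssDNA. Reagent: labelled 47-mer dsDNA for strand exchange. Schedule: 30-min compound preincubation and 15-min exchange, both room temperature. Measured by: FRET fluorescence dequenching, excitation 485 nm, emission 520 nm. Read-out: Fluorescence-based percent inhibition, control- and blank-normalised. Benchmarks: plate controls and plate blanks.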
PERK inhibitor – blocks human PERK kinase; Q9NZJ5; CHO PERK-DD fusion, SEAP luminescence translation reporter; inhibition, % at 5.6 µM; hit rate 0.17% among 220,000;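 active = inhibition above the mean inhibition of all tested compounds plus 3 SD, set separately per screening campaign, cut at about 2.9% in these data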;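 also: PERK kinase domain activated by AP20187 dimerizer at 100 nM; 0% = DMSO with dimerizer and 100% = rapamycin at 8.4 µM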
Target sequence (Q9NZJ5 whole entry, looked up, the tested form may be a part): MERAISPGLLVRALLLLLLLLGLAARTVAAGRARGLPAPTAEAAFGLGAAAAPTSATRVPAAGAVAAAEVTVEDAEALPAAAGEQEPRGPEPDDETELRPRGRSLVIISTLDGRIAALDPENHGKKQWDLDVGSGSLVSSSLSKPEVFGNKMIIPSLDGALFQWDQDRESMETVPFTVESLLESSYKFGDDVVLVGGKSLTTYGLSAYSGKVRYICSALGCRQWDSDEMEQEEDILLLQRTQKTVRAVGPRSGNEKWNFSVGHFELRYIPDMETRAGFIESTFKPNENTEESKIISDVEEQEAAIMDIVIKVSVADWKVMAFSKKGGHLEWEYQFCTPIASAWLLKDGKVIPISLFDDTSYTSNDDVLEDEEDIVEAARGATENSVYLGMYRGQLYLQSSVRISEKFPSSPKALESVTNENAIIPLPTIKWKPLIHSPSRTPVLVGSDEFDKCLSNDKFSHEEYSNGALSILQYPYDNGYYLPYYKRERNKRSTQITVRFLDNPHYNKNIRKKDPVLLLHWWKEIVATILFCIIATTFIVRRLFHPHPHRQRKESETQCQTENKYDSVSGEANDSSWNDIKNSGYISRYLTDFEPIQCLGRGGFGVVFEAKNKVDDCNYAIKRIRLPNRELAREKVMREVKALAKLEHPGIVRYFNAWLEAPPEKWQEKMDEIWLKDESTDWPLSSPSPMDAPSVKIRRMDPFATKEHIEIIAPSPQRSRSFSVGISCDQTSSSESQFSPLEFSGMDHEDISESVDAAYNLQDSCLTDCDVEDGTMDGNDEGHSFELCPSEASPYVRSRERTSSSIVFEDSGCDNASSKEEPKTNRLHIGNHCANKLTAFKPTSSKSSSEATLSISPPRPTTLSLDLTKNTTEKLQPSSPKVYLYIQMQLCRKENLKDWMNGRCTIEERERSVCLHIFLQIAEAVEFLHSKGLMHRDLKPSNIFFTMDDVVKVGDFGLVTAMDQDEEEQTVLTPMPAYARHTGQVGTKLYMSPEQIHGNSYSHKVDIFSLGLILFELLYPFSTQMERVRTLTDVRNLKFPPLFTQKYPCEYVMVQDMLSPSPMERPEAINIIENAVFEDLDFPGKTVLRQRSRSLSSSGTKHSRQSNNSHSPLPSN
hK5 inh – inhibitors of human kallikrein 5 | Q9Y337 | recombinant hK5, fluorogenic AMC substrate cleavage | inhibition, % at 5 µM | hit rate 0.59% among 210,000 | AID 873;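 active = inhibition of 40% or more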;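 also: 0% = enzyme controls without compound and 100% = no-enzyme blanks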
Calpain2 inh – inhibitors of pig calpain II; inhibition, % at 16 µM; AID 1236; purified calpain II, fluorogenic peptide substrate, 30 min; hit rate 0.37% among 220,000;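 active = inhibition above about 50%, limit read from the data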
thrombin 1536 – thrombin (human) inhibition. alpha-thrombin, Boc-VPR-AMC fluorogenic substrate cleavage. hit rate 0.26% among 220,000. inhibition, % at 5 µM. P00734;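 active = inhibition at or above 40%; inactive = inhibition below 40%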;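 also: 0% = enzyme with no compound and 100% = wells without enzyme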
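System – human alpha-thrombin · Medium – pH 7.5 Tris (50 mM) with NaCl 150 mM, Tween 20 0.05% · Compound – single-point dosing at 5 µM, 0.2% DMSO · Incubation – enzyme reaction carried out at room temperature · Technique – fluorescence of released AMC, ex 355 nm, em 460 nm · Read-out basis – % inhibition of thrombin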
FXIa inh – blocks human coagulation factor XIa protease activity; purified FXIa, Boc-Glu-Ala-Arg-AMC fluorogenic substrate; inhibition, % at 5 µM; AID 798; hit rate 0.14% among 220,000; P03951;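 active = inhibition of at least 40%; inactive = inhibition below 40%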;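 also: fluorescence of freed AMC excited at 355 nm; 0% = enzyme without compound and 100% = no enzyme blank; many of its hits are not listed in these tables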
Furin inh – human furin inhibition. purified furin, fluorogenic substrate cleavage. inhibition, % at 30 µM. hit rate 0.061% among 220,000; in the data active = inhibition above about 25%; also: inactives centre near -15
FXIIa inh 1536 – inhibitors of human coagulation factor XIIa | purified FXIIa, Boc-QGR-AMC fluorogenic substrate, 2 h | hit rate 0.3% among 220,000 | inhibition, % at 5 µM | P00748; in the data active = inhibition above about 40%;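 also: 0% = enzyme with no compound and 100% = blank without enzyme; many of its hits are not listed in these tables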
Cl transport mod – modulates chloride dependent transport by human KCC2 | B-score of Tl+ flux slope (higher = more flux/activation; lower = inhibition) at 10 µM | hit rate 2.2% among 190,000 | KCC2 cells, thallium flux FluoZin-2 fluorescence | Q9H2X9 | AID 1456;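 active = thallium flux slope and its plate-corrected score both differing from the plate sample mean at a set confidence after two filtering rounds, in either direction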;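 also: slope of fluorescence scaled to starting intensity during 10 to 20 s after thallium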
* marks the source's active call; other numbers are inactive results; x = no result given; [ ] = another dose, or the depositor's remark. The list is partial; the hit share may differ from the screen's.

SMILES	Rad51 HR inh	PERK inhibitor	hK5 inh	Calpain2 inh	thrombin 1536	FXIa inh	Furin inh	FXIIa inh 1536	Cl transport mod
O=[N+]([O-])c1cccnc1SCc1c(F)cccc1Cl	16.9	0.7	3.8	-5.0	-0.6	6.2	-21.1	10.5	x
Cc1ccc2nc(-c3ccco3)c(Nc3ccccc3)n2c1	-26.0	0.1	-21.8	-159.6	-7.9	22.2	-22.5	26.3	1.25
CC(NCc1ccc(S(N)(=O)=O)cc1)C(=O)Nc1cc([N+](=O)[O-])ccc1Cl (stereo unspecified)	3.0	0.4	-1.6	-6.8	-0.7	-1.9	-17.0	3.3	0.948
C=CCOc1cccc(CNn2cn[nH]c2=S)c1	x	1.2	9.1	-19.8	-4.2	-4.6	-13.6[20 µM]	10.7	x
COc1ccc(CCC(=O)Nc2cc([N+](=O)[O-])ccc2OC)cc1	16.8	-0.4	-8.8	-0.2	-1.5	11.2	-12.4	9.0	0.0864
O=C(CN1C(=O)C2CCCCC2C1=O)Nc1ccc(S(=O)(=O)Nc2ncccn2)cc1 (stereo unspecified)	-5.6	0.3	3.6	-0.5	-8.8	-3.2	-17.1	9.5	-0.617
C=CCn1c(O)c(N=NC(=O)c2ccc3c(c2)OCO3)c2ccccc21	-8.1	0.5	-8.3	21.2	-4.7	-17.4	-25.0	-16.2	1.02
O=CN(CCN(C=O)CN1CCCCC1)CN1CCCCC1	3.3	0.9	-11.5	-26.8	-9.5	2.7	-7.8	16.8	0.511
CC(=O)c1ccc(NC(=O)C(C)OC(=O)c2ccc3c(c2)nc(C)n3-c2ccccc2)cc1 (stereo unspecified)	14.9	-0.8	-8.0	-40.2	-0.5	5.8	1.6	8.4	-1.03
Cc1[nH]nc2c1C(C1CC=CCC1)C(C#N)=C(N)O2 (stereo unspecified)	x	-0.1	0.1	-29.6	-11.2	-0.7	-12.2[20 µM]	-9.7	-0.873
Cn1c(=O)c2c(ncn2CC(=O)N2CCN(c3ccccc3)CC2)n(C)c1=O	4.8	0.4	-9.8	18.5	1.2	2.8	-20.1	13.2	x
C/C=N\NC(=O)CNC(=O)CNC(=O)c1ccccc1	-1.0	1.3	-2.9	-25.1	-7.8	2.8	-28.4	5.9	-0.151
COc1cc2c(cc1OC)C1(C)N(CC2)C(C(C)=O)=NN1c1ccc(Cl)cc1 (stereo unspecified)	10.4	-0.1	-10.8	9.5	-10.0	-0.3	-11.8	-0.4	0.112
COc1ccc(-c2nn(-c3ccccc3)cc2/C=N/NC(=O)c2cccc(S(=O)(=O)Nc3ccccc3OC)c2)cc1	x	-0.8	-3.8	-128.1	2.4	6.8	-8.3	10.8	0.831
CCc1ccccc1NS(=O)(=O)c1ccc2[nH]cc(C(=O)NCC3CCCO3)c(=O)c2c1 (stereo unspecified)	x	1.9	-2.4	-17.8	-4.8	-3.4	-10.8	-1.6	0.443
COc1cc(NS(=O)(=O)c2ccc(OC)c(C)c2C)c(OC)cc1Cl	0.9	-0.7	1.5	31.2	-4.8	-10.8	-7.6[20 µM]	0.3	x
CC1CCN(C(=O)CC2C(=O)Nc3c2c(=O)n(C)c(=O)n3Cc2ccccc2)CC1 (stereo unspecified)	x	0.9	11.2	15.8	8.6	5.0	-13.9[20 µM]	15.3	-0.0626
O=C(CNC(=O)c1ccccc1Br)N/N=C/c1ccc(O)cc1	2.7	1.2	-0.3	-26.6	-9.8	-3.2	-27.9	6.1	-0.995
O=c1c2c3c(sc2nc2n1CCC2)CCCCC3	0.5	0.8	1.6	-8.8	-4.2	-0.8	2.0	4.1	-0.0929
CCOc1ccc(NC(=O)COC(=O)CCCc2c[nH]c3ccccc23)cc1	0.8	0.8	8.4	13.5	0.7	3.5	-14.0[20 µM]	8.8	0.433
CC1CCOC(c2coc3ccccc3c2=O)O1 (stereo unspecified)	x	0.7	-2.5	13.7	1.1	5.9	-5.7	5.5	-0.346
c1ccc(-c2ccc(-c3nc(-c4ccncc4)no3)cc2)cc1	-9.6	-0.6	0.1	-17.7	-1.4	-15.9	-17.5	4.6	-1.09
CCC(=O)OCCNc1cc(Sc2nc3ccccc3[nH]2)c2nonc2c1[N+](=O)[O-]	6.4	0.5	1.8	16.0	3.8	-2.6	-11.9	8.8	0.297
Cc1cccc(N2CCN(C(=O)COc3cccc4c3OC(C)(C)C4)CC2)c1C	2.3	-0.3	-1.7	9.0	-9.1	-0.5	-14.9	9.5	-1.42

Some of the entries above, set out differently:
Fields – Rad51 HR inh, PERK inhibitor, hK5 inh, Calpain2 inh, thrombin 1536, FXIa inh, Furin inh, FXIIa inh 1536, Cl transport mod
COc1cc2c(cc1OC)C1(C)N(CC2)C(C(C)=O)=NN1c1ccc(Cl)cc1 (stereo unspecified)
 : 10.4, -0.1, -10.8, 9.5, -10.0, -0.3, -11.8, -0.4, 0.112
COc1ccc(-c2nn(-c3ccccc3)cc2/C=N/NC(=O)c2cccc(S(=O)(=O)Nc3ccccc3OC)c2)cc1
 : x, -0.8, -3.8, -128.1, 2.4, 6.8, -8.3, 10.8, 0.831
CCc1ccccc1NS(=O)(=O)c1ccc2[nH]cc(C(=O)NCC3CCCO3)c(=O)c2c1 (stereo unspecified)
 : x, 1.9, -2.4, -17.8, -4.8, -3.4, -10.8, -1.6, 0.443
COc1cc(NS(=O)(=O)c2ccc(OC)c(C)c2C)c(OC)cc1Cl
 : 0.9, -0.7, 1.5, 31.2, -4.8, -10.8, -7.6[20 µM], 0.3, x
CC1CCN(C(=O)CC2C(=O)Nc3c2c(=O)n(C)c(=O)n3Cc2ccccc2)CC1 (stereo unspecified)
 : x, 0.9, 11.2, 15.8, 8.6, 5.0, -13.9[20 µM], 15.3, -0.0626
O=C(CNC(=O)c1ccccc1Br)N/N=C/c1ccc(O)cc1
 : 2.7, 1.2, -0.3, -26.6, -9.8, -3.2, -27.9, 6.1, -0.995
O=c1c2c3c(sc2nc2n1CCC2)CCCCC3
 : 0.5, 0.8, 1.6, -8.8, -4.2, -0.8, 2.0, 4.1, -0.0929
CCOc1ccc(NC(=O)COC(=O)CCCc2c[nH]c3ccccc23)cc1
 : 0.8, 0.8, 8.4, 13.5, 0.7, 3.5, -14.0[20 µM], 8.8, 0.433

Next structures follow:
SMILES	Rad51 HR inh	PERK inhibitor	hK5 inh	Calpain2 inh	thrombin 1536	FXIa inh	Furin inh	FXIIa inh 1536	Cl transport mod
COC(=O)c1cc(NC(=O)Cc2coc3cc(OC)ccc23)cc(C(=O)OC)c1	1.0	-0.5	-23.5	-23.9	-4.9	3.5	-31.0	-3.0	-1.75
COc1ccc(-n2c(Cc3cccn3C)nnc2SCC(=O)Nc2nc(C)cs2)cc1	x	0.3	-3.7	5.0	-7.5	2.8	-30.9	8.3	-0.804
COc1ccc(Br)cc1C(=O)Nc1ccccc1N1CCN(C(=O)c2ccccc2)CC1	x	0.6	x	-80.8	-0.3	6.8	-16.4	12.7	0.00867
CCOc1[nH]n(-c2ccccc2)c(=O)c1C=NCc1ccncc1	-4.0	-0.5	4.5	17.5	0.8	4.8	-2.1	10.7	0.42
CC(NC(=O)c1ccccc1)C(=O)OCC(=O)N1c2ccccc2Sc2ccccc21 (stereo unspecified)	2.3	-0.1	-14.3	21.5	-10.1	7.7	-16.0	10.4	-2.32
CCN(C(=O)c1cccs1)c1nnc(-c2ccncc2)s1	1.9	-1.4	-5.8	-16.7	-1.6	-19.2	-13.9[20 µM]	4.5	-0.287
COc1ccc(CCCC(=O)NC2CCCCC2)cc1	-7.1	0.3	0.9	-12.8	-7.2	-7.5	-10.4[20 µM]	-0.1	-0.028
CCn1c(SCCOc2ccc(OC)cc2)nnc1C(CO)NC(=O)c1ccc(OC)cc1 (stereo unspecified)	-0.9	-0.8	2.6	10.9	-4.7	0.5	-6.1[20 µM]	-4.7	-0.447
CCOC(=O)CN(C(=O)COc1nc(-c2ccccc2)cc(C)c1C#N)c1ccc(C)cc1	14.5	0.6	-2.1	-49.6	0.3	-1.5	-12.8	8.4	0.744
O=C(N/N=C/c1ccccc1[N+](=O)[O-])c1ccc(CN2CCOCC2)cc1	7.0	0.1	-18.4	21.1	-1.8	6.0	-14.2	12.5	-0.406
Cc1ccc(Nc2ccc(C(N)=O)cc2[N+](=O)[O-])cc1C	9.1	1.1	-8.4	27.6	-0.7	14.2	-19.2	13.2	-0.699
CC(=O)c1cccc(NC(=O)N2CCCC2C(=O)Nc2cccc(C)c2)c1 (stereo unspecified)	x	-0.2	-11.6	-2.8	-15.0	-0.8	-14.4	9.1	0.172
COc1ccc(NC(=O)c2ccc3c(c2)NC(=O)CS3)cc1S(=O)(=O)Nc1ccc(Br)cc1	5.4	0.3	2.0	-166.7	5.0	-3.8	-16.5	4.6	1.15
O=c1[nH][nH]c2cc(=O)n(-c3ccc(Cl)cc3)nc12	22.9	-0.2	-12.3	-36.0	3.0	-2.8	-12.5	3.9	0.0392
Cc1nnnn1/C(=C\c1ccccc1)C(=O)OCC(=O)NC(C)(C)C	x	-0.3	-29.7	20.7	-3.5	-0.8	-15.5	3.5	1.12
CCNCCNC(=O)c1c(O)c2ccccc2n(CC)c1=O	0.1	-1.5	6.0	1.1	-0.8	6.3	-20.9	12.0	x
O=C1CC(=O)c2c1cccc2[N+](=O)[O-]	20.3	-0.2	4.4	16.2	-0.7	3.2	-7.5	5.0	-0.419
CCOC(=O)C1CCCN(Cc2ccccc2OCC)C1 (stereo unspecified)	5.5	1.0	3.2	15.6	-2.9	-3.9	-13.9[20 µM]	9.4	-1.21
O=C(CSc1nc(C2CC2)nc2ccccc12)N1CCc2ccccc2C1	x	-0.9	-1.3	-26.3	6.7	7.2	-8.4	2.7	x
CCOC(=O)C(NC(=O)N1CCCCC1)(c1ccccc1)C(F)(F)F (stereo unspecified)	-4.6	0.4	0.5	-4.1	-4.3	-7.7	8.0	6.9	0.441
COc1ccc(CCNC(=O)CCS(=O)(=O)c2ccc(Br)cc2)cc1OC	25.8	0.6	1.0	-2.0	-7.7	4.2	-22.5	12.1	0.0261
CC(=O)NCC1=C(NC(C)=O)C2CC1C(C)(C)C2C (stereo unspecified)	x	0.9	4.8	4.5	4.6	-6.2	-20.3[20 µM]	-14.3	-0.0157
O=C(NCC1CCCO1)C1CCCN(c2ncccn2)C1 (stereo unspecified)	11.9	-0.1	-24.0	-6.6	1.2	6.7	-9.7	4.9	0.437
O=C(COC(=O)CNC(=O)c1ccccc1F)Nc1cccnc1Cl	-4.8	1.1	-0.9	-3.4	-13.7	-1.4	-36.8	3.6	0.328
COc1ccc(C(=O)c2c(O)cc(-c3ccc(OC)cc3)oc2=O)cc1	x	-0.4	-10.7	23.9	-5.7	1.6	-17.8	3.1	0.0355
Cc1ccc(NC(=O)N(CCCN2CCOCC2)Cc2cccnc2)cc1C	4.2	0.2	3.6	0.4	0.7	-0.7	-30.4	9.9	-0.382
C=CCn1c(SCC(=O)c2cc(C)n(CCOC)c2C)nc2sc(C)c(C)c2c1=O	1.6	-0.4	11.1	-2.3	-5.8	-12.2	-23.8	1.2	x
CC(NC(=O)Nc1ccc([N+](=O)[O-])cc1)C(c1ccccc1)N1CCOCC1 (stereo unspecified)	2.7	0.0	-6.9	2.0	x	-3.0	-7.4	-1.0	-0.622
